PKA-R1A act: activators of PKA-R1A holoenzyme, primary screen, biochemical, fluorescence polarization, Cy5-IP20, bovine R1A, mouse PKAc; activation, % at 11.4 µM; 0.083% of 340,000 active; AID 504707, 2011; cAMP-dependent protein kinase type I-alpha regulatory subunit (Bos taurus) + …; PKA-R1A dissociation; scaled: DMSO 0%, 113 µM cGMP 100%;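 active = percent activation above the mean of all tested compounds plus 3 SD, cut at about 19% in these data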;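 note: higher means more PKAc released from R1A so a rise in polarization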
dFosB act: activators of delta FosB homodimer, primary screen, biochemical, fluorescence polarization, TAMRA-CDK5 oligo, single point; Protein FosB (Mus musculus), P13346; AID 493131, 2011; activation, % at 25 µM; 0.99% of 340,000 active; purified delta FosB; percent of positive-control signal above neutral wells;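 active = mean activation above about 17%, with every replicate also reaching it, limit read from the data, passing the limit was not always enough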;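 note: fluorescence polarization rise as delta FosB binds a TAMRA Cdk5 AP-1 oligo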
Target sequence (P13346 whole entry, looked up): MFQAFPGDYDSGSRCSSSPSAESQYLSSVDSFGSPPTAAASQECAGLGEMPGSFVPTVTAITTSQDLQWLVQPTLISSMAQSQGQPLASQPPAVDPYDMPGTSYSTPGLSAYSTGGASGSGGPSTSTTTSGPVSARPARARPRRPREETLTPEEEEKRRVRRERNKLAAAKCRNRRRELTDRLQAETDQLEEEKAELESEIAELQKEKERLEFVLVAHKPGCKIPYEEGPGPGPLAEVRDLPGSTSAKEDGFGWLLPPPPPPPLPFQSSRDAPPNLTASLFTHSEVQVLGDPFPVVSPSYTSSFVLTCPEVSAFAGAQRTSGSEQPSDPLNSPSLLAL
PKA-R2B activ: activators of PKA-R2B holoenzyme, primary screen, biochemical, fluorescence polarization, Cy5-IP20, human. 0.079% of 340,000 active. activation, % at 11.4 µM. PKA-R2B holoenzyme dissociation; R2B truncated from residue 108, S112A mutant; 0% DMSO only, 100% 113 µM cGMP. cAMP-dependent protein kinase catalytic subunit beta (Homo sapiens) + cAMP-dependent …;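 active = activation above a cutoff set at the mean over all compounds plus 3 SD, cut at about 18% in these data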;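 note: higher means more holoenzyme dissociation and a rise in polarization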
Target sequence (P31323 whole entry, looked up, other chains not shown, the tested form may be a part): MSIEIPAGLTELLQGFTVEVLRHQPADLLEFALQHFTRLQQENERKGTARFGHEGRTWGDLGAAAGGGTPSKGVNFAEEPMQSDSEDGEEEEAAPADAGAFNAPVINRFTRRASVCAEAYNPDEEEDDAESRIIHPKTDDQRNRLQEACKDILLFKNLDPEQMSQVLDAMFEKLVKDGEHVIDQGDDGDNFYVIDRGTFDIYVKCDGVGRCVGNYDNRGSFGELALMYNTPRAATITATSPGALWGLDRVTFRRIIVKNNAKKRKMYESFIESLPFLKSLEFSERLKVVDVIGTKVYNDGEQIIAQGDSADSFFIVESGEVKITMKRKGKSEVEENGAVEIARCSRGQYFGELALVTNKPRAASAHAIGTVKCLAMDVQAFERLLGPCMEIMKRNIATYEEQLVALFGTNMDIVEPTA
CDK5 inh: inhibitors of human CDK5/p35 kinase, primary screen, biochemical, single concentration | Cyclin-dependent kinase 5 (Homo sapiens) + Cyclin-dependent kinase 5 activator 1 (Homo … | Recombinant CDK5/p35, ADP-Glo luminescence, 60 min | inhibition, % at 10 µM | 0.01% of 330,000 active;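 active = highest replicate inhibition of at least 50% and at least 75% of replicates reaching 50%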;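 note: plate controls were DMSO neutral control for no effect and GW8510 at 10 µM for full effect; many of its hits are not listed in these tables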
SR-BI DiI inh: inhibitors of SR-BI mediated HDL lipid uptake, primary screen, ldlA[mSR-BI] cells, fluorescence, single point. ldlA[mSR-BI] CHO cells, DiI-HDL uptake fluorescence, 3 h. Scavenger receptor class B member 1 (Mus musculus), Q61009. 0.96% of 320,000 active. inhibition, % at 12.5 µM;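 active = mean replicate inhibition of at least 70% and a set share of replicates each scoring 70 or more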;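 note: 0% = median of neutral control wells and 100% = median of positive control wells; values of inactives mirror those of a sister screen read the other way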
DSG3 Ab inh: inhibitors of pemphigus antibody binding to DSG3, primary screen, biochemical, bead-based, flow cytometry, scFv-GFP | Desmoglein-3 (Homo sapiens), P32926 | DSG3-coupled beads, scFv-anti-DSG3-GFP binding; hits give low values | binding (percent of control), % at 10 µM | 0.48% of 310,000 active;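 active = binding more than 3 SD below its plate's average and above zero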;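 note: hits lower antibody fragment binding to DSG3; some compounds called inactive have numbers as strong as hits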
Mot1-301 SUMO: yeast Mot1-301 growth rescue at high temperature, primary screen, SUMOylation pathway inhibitor project, S. cerevisiae, ATP luminescence, 38.5C; S. cerevisiae Mot1-301 growth rescue; percent above DMSO median, 100 means doubled; growth rescue, % at 18.8 µM; 1% of 320,000 active;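 active = every valid replicate shows activation above 250% relative to neutral control wells; inactive = the rest, any valid replicate at or below 250%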;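 note: OY570 slx delta 5 strain wells were the positive control but not used for scaling; some compounds called inactive have numbers as strong as hits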
Arr AP2 block: inhibitors of beta-arrestin/AP2 binding, primary screen, biochemical, GPCR trafficking, flow cytometry; beta-arrestin 1 C-terminal peptide binding to AP2 beta2-adaptin appendage (human); FITC-arrestin peptide / GST-AP2 beads; AP2 beta2 appendage carries R879A mutation; inhibition, % at 10 µM; 0.31% of 340,000 active; AID 504490, 2011;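 active = inhibition above a set limit, near 3 SD of compounds lacking own fluorescence, cut at about 54% in these data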;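 note: plate controls were DMSO wells for no effect and 5 µM unlabelled arrestin peptide for full effect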
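System: GST-AP2 R879A glutathione beads. Medium: PBS with 0.05% Tween 20 and 0.1% BSA. Also added: FITC-arrestin peptide, 50 nM. Incubation: 12 min plus 1 h, RT. Measured by: high-throughput flow cytometry of beads, ex 488, em 535 nm. Evaluation: percent drop in bead-associated FITC signal.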
SR-BI DiI-HDL act: activators of SR-BI mediated DiI-HDL uptake, primary screen, ldlA[mSR-BI] CHO cells, DiI fluorescence; 3 h; 100 = double the neutral-control signal; 0.096% of 320,000 active; AID 504775, 2011; activation, % at 12.5 µM;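 active = mean replicate activation of at least 60% and every replicate at or above 60%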;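 note: 0% = median plate neutral-control signal and 100% = twice that signal; values of inactives mirror those of a sister screen read the other way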
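Test system: SR-BI-overexpressing, LDLR-lacking CHO cells; Also added: labelled HDL, 10 µg/mL; Measured by: bottom-read cell fluorescence after medium removal, ex 550/em 595 nm; Timing: 3 h uptake period with compound, 37 °C; Buffer or medium: F12, 0.5% BSA, 25 mM HEPES; Doses: single compound concentration, delivered by pin transfer.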
NSD2 HMT inh: NSD2 histone methyltransferase inhibitors, primary screen, biochemical, AlphaScreen, single concentration, set 2 | NSD2 peptide methylation, 120 min | inhibition, % at 12.5 µM | 0.54% of 310,000 active; in the data active = inhibition above about 50%
MITF act: activators of MITF-driven TRPM1 promoter reporter, primary screen, cell-based, SK-MEL-5, luciferase, single point | SK-MEL-5 TRPM1-promoter luciferase, 24 h; % of positive control, neutral wells = 0 | activation, % at 12.5 µM | 0.75% of 300,000 active;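 active = mean activation of at least 80% with every replicate also reaching 80%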;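 note: 0% = neutral control wells and 100% = parthenolide positive control wells; values of inactives mirror those of a sister screen read the other way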
* marks the source's active call; other numbers are inactive results; . = no result given; + = active, no number.

dFosB act | SR-BI DiI inh | CDK5 inh | Mot1-301 SUMO | Arr AP2 block | SR-BI DiI-HDL act | MITF act | NSD2 HMT inh | DSG3 Ab inh | PKA-R1A act | PKA-R2B activ | SMILES
-1 | 14 | -0.1 | 156 | -3 | -14 | 8 | 0 | 104 | 3 | -9 | Cc1cc(Cl)ccc1C(=O)C1CCCN(C(=O)c2n[nH]c3c2CCCC3)C1 (stereo not drawn)
-18 | -15 | 0.1 | 42 | 1 | 15 | 2 | 22 | 107 | -2 | -1 | CC(C)c1ccc(NC2CCCN(C(=O)CC3CCCC3)C2)cc1 (stereo not drawn)
-13 | 18 | -0.3 | 37 | 18 | -18 | 82* | -2 | 98 | 0 | -5 | C=CCOc1cccc(/C=C/c2nc3ccccc3c(=O)[nH]2)c1
-3 | -3 | 0.8 | -4 | 1 | 3 | -3 | 0 | 97 | -1 | -7 | CN(C(=O)c1ccccc1F)C(c1ccccc1)c1ccccc1
-2 | -6 | -5.9 | -6 | -1 | 6 | 4 | -1 | 92 | -2 | 5 | CCOC(=O)N1CCN(C(=O)CSc2nc3nc(C)cc(C)n3n2)CC1
1 | -3 | 0.1 | -7 | -10 | 3 | 2 | 0 | 105 | -3 | -6 | COc1ccc(S(=O)(=O)Nc2ccc(C)cn2)cc1
-2 | 4 | -1.4 | 55 | 5 | -4 | 8 | 0 | 96 | -9 | -3 | CSCCC(NC(=O)c1ccccc1)C(=O)NCc1ccc(S(N)(=O)=O)cc1 (stereo not drawn)
-1 | -5 | -0.1 | -20 | 1 | 5 | 3 | 0 | 103 | 4 | 3 | CCC(=O)Nc1ccc(-c2csc(NNC(C)=O)n2)cc1
-7 | 3 | 0.4 | 42 | 4 | . | -3 | -1 | 107 | -8 | 3 | COc1ccc(CC(=O)OCC(=O)Nc2ccc(OC(F)F)cc2)cc1OC
-2 | -8 | -7.4 | -14 | 22 | 8 | . | 0 | 109 | -14 | 0 | CCCOP(=O)(OCCC)C(Nc1ccc(C(=O)O)cc1)c1ccccc1 (stereo not drawn)
-6 | . | 1.9 | 9 | -6 | . | . | -1 | . | -5 | -3 | N#C/C(C(N)=O)=C1/SC(Cc2ccc(F)cc2)C(=O)N1c1ccccc1 (stereo not drawn)
-6 | -10 | -0.9 | -3 | 0 | 10 | 0 | . | 105 | -3 | -3 | O=C1CCCC/C=C\C[C@H](CC(=O)N(CCO)Cc2ccccc2)C(=O)N[C@@H](Cc2ccccc2)CO1
-2 | 23 | -5.5 | 248 | 4 | -23 | -4 | -3 | 84 | -7 | -14 | O=C(Nc1ccccc1Oc1ccccc1)c1cc([N+](=O)[O-])ccc1Cl
-1 | 5 | 1.1 | 22 | 7 | -5 | -7 | 0 | 100 | 1 | -6 | Cc1ccc(N2CC(C(=O)Nc3cccc(F)c3)CC2=O)cc1 (stereo not drawn)
-2 | -6 | -0.2 | 2 | -9 | 6 | 6 | -9 | 102 | -3 | 2 | O=C(CN1CCc2ccccc2C1)Nc1ccccc1C(F)(F)F
4 | -49 | 0.6 | . | 1 | 49 | 28 | 0 | 99 | -2 | 13 | NC(=O)c1ccc(NC(=O)c2ccc(COc3ccccc3Br)cc2)cc1
-4 | -18 | 0.1 | -11 | 4 | 18 | 14 | 0 | 93 | -10 | -4 | Cc1cccc(NC(=S)NC(=O)c2ccco2)n1
-1 | -9 | 2.6 | 15 | 4 | 9 | 15 | -1 | 103 | 3 | -6 | COC(=O)COc1ccc(S(=O)(=O)NCCC2=CCCCC2)cc1Cl
6 | 7 | 1.2 | -20 | 2 | -7 | . | -2 | 111 | -10 | 2 | Cc1cc(C(=O)NNC(=O)c2ccc(C(F)(F)F)cc2)no1
-9 | 1 | 0.2 | -3 | 1 | -1 | -2 | -1 | . | 2 | 1 | O=C(COC(=O)c1cccnc1Cl)NCc1ccc(F)cc1
4 | 48 | 0.8 | 5 | -7 | -48 | -11 | -2 | 111 | -12 | -1 | FC(F)(F)c1cnc(NNC(=S)Nc2ccccc2Cl)c(Cl)c1
-1 | -5 | -1.3 | -17 | -3 | 5 | -3 | 15 | . | 3 | 7 | CC1Cc2cc(/C(O)=C3/C(=O)C(=O)N(CCCn4ccnc4)C3c3ccc(F)cc3)ccc2O1 (stereo not drawn)
1 | -16 | 1.4 | 2 | 2 | 16 | -4 | 15 | 100 | 3 | -4 | CC(=O)Nc1cc(C(=O)O)ccc1S(=O)(=O)c1ccc(Cl)cc1
6 | 18 | -0.6 | 14 | 34 | -18 | 11 | 3 | 97 | 0 | -12 | COc1ccc(NC(=S)NCCc2c[nH]c3ccccc23)cc1
-4 | 1 | 0.7 | . | 10 | -1 | -5 | -1 | . | -11 | -5 | COc1cccc(NC(=O)Cc2nnc(SCC(=O)c3ccccc3)n2C)c1

Shown with tabs: 2 of the compounds above.
compound	dFosB act	SR-BI DiI inh	CDK5 inh	Mot1-301 SUMO	Arr AP2 block	SR-BI DiI-HDL act	MITF act	NSD2 HMT inh	DSG3 Ab inh	PKA-R1A act	PKA-R2B activ
N#C/C(C(N)=O)=C1/SC(Cc2ccc(F)cc2)C(=O)N1c1ccccc1 (stereo not drawn)	-6	.	1.9	9	-6	.	.	-1	.	-5	-3
O=C1CCCC/C=C\C[C@H](CC(=O)N(CCO)Cc2ccccc2)C(=O)N[C@@H](Cc2ccccc2)CO1	-6	-10	-0.9	-3	0	10	0	.	105	-3	-3

(further entries)
dFosB act | SR-BI DiI inh | CDK5 inh | Mot1-301 SUMO | Arr AP2 block | SR-BI DiI-HDL act | MITF act | NSD2 HMT inh | DSG3 Ab inh | PKA-R1A act | PKA-R2B activ | SMILES
-1 | -5 | -1.6 | -8 | 8 | 5 | -1 | -1 | 108 | -2 | -10 | CC(=O)c1ccc(OC(=O)/C=C/c2ccccc2)cc1
-3 | -56 | 0.3 | -1 | -5 | 56 | -13 | 2 | 99 | 5 | -7 | CCOP(=O)(OCC)/C(=N/OC(=O)c1ccccc1C)C(N)=O
-5 | 7 | -1.8 | . | 4 | -7 | 9 | 1 | 102 | -11 | -2 | Cc1ccccc1NC(=S)NC12CN3CN(CN(C3)C1)C2
1 | -2 | 0.2 | 0 | -2 | 2 | -18 | -1 | 103 | -1 | 4 | O=C(O)Cn1cccc1C(=O)c1ccccc1
0 | -14 | -0.6 | 69 | -14 | 14 | 7 | 0 | 101 | 0 | 7 | COc1ccc(C(CNC(=O)CNS(=O)(=O)c2ccc(NC(C)=O)cc2)N2CCOCC2)cc1 (stereo not drawn)
0 | -4 | 0.7 | -1 | 7 | 4 | 1 | -1 | 99 | -14 | 7 | CC(=O)Nc1nnc(SCC(=O)N2C(C)CCCC2C)s1 (stereo not drawn)
2 | -24 | -0.5 | 54 | 2 | 24 | 11 | 3 | 118 | -7 | 7 | Cc1cc(-c2nc3ccccc3c(=O)o2)ccc1[N+](=O)[O-]
3 | 50 | -0.6 | 8 | 17 | -50 | . | 2 | 96 | 1 | 6 | N#C/C(=C\c1ccc(N2CCCC2)c([N+](=O)[O-])c1)c1nc2ccccc2[nH]1
-3 | -16 | -1.1 | + | 6 | 16 | 0 | 1 | 130 | 1 | -8 | CCN(CC(=O)N1CCCCCC1)S(=O)(=O)c1ccc(Cl)cc1
-6 | -10 | 0.1 | 8 | -6 | 10 | -1 | 1 | 105 | 16 | 5 | Cc1c(N=Cc2ccccn2)c(=O)n(-c2ccccc2)n1C
-8 | -17 | 1.7 | -1 | -12 | 17 | . | 26 | . | -6 | -13 | O=S(=O)(c1ccc(NC(=S)NCc2ccco2)cc1)N1CCCCC1
1 | 39 | -1.3 | -12 | 15 | -39 | -15 | -3 | . | -11 | 5 | CCCn1c(=O)c2c(c3ccccc31)OC(C)C(=O)N2 (stereo not drawn)
-7 | -7 | -0.2 | 2 | 33 | 7 | -1 | -3 | 104 | -4 | 1 | O=C(CCN1CCCCC1)Nc1ccccc1
1 | -21 | -1.7 | 4 | 0 | 21 | 2 | -3 | . | 5 | -3 | Cc1cc(C)cc(N(CC(=O)Nc2ccccc2C(=O)N2CCOCC2)S(C)(=O)=O)c1
0 | -2 | 15 | 11 | 5 | 2 | . | . | 93 | 0 | 8 | N#CC1=C2SCN(Cc3ccccc3)CN2C(=O)CC1c1ccccc1F (stereo not drawn)
2 | -5 | -1.5 | 3 | 29 | 5 | 21 | -5 | 90 | -8 | -8 | C=CCOc1ccc(/C(O)=C2\C(=O)C(=O)N(CCN(C)C)C2c2cccs2)cc1 (stereo not drawn)
4 | -6 | -1.2 | 96 | 42 | 6 | -4 | -1 | 105 | -2 | -1 | CC(OC(=O)c1nc(Cl)ccc1Cl)C(=O)c1ccccc1 (stereo not drawn)
2 | -16 | . | 5 | -28 | 16 | -3 | 11 | 127 | 6 | -3 | CCN1CCN(C(=O)C2CCN(c3nnc(C)c4c(C)n(-c5ccc(C)cc5)nc34)CC2)CC1
-6 | -2 | -0.5 | -7 | 3 | 2 | 9 | 1 | 102 | 5 | 2 | CC(NC(=O)COC(=O)CNC(=O)c1ccccc1Cl)C1CC2CCC1C2 (stereo not drawn)
1 | 20 | 1.5 | -11 | 22 | -20 | -2 | -1 | 113 | -12 | -6 | O=C(COC(=O)c1nc(Cl)ccc1Cl)Nc1ccc2[nH]c(=O)[nH]c2c1
-6 | -7 | 2.1 | 3 | 16 | 7 | 1 | -5 | . | -10 | -3 | COc1cccc(C(=O)NC(C)c2ccc(Br)cc2)c1 (stereo not drawn)
-2 | -4 | 2.7 | 155 | 16 | 4 | -9 | -7 | 102 | 0 | -21 | CS(=O)(=O)N(CC(=O)NCc1ccncc1)c1ccc(F)c(Cl)c1

Screening results from PubChem.
